Assay outcomes deposited in PubChem by NCI.
Growth percent in the NCI-60 one-dose screen (48 h, 10 µM unless noted): 100 = growth as untreated, 0 = no growth, -100 = all killed.
LOX IMVI – LOX IMVI melanoma. 79,000 tested, 7.4% active
BT-549 – BT-549 breast cancer; 78,000 tested, 4.4% active; AID 1794793
MDA-MB-468 – MDA-MB-468 breast cancer; 78,000 tested, 8.5% active
MCF7 – MCF7 breast cancer; 82,000 tested, 6.3% active; AID 1794796
HS 578T – HS 578T breast cancer; 78,000 tested, 4.1% active; AID 1794788
T-47D – T-47D breast cancer. 79,000 tested, 5% active. AID 1794792
MDA-MB-231 – MDA-MB-231 breast cancer; 81,000 tested, 5% active
K-562 – K-562 leukemia | 78,000 tested, 7.4% active
* marks the source's active call; other numbers are inactive results; / = not tested or not shown; & = joins results of further samples. The calls were made as follows: active = growth percent below 10; inactive = the rest.

| compound | K-562 | HS 578T | LOX IMVI | MDA-MB-468 | T-47D | MDA-MB-231 | MCF7 | BT-549 |
| --- | --- | --- | --- | --- | --- | --- | --- | --- |
| O=C(N/N=C\c1ccc(F)cc1)C1CC1 | / | 111 | / | 112 | 98 | 109 | 100 | 103 |
| COc1ccccc1-n1c(-c2ccccc2C)cn2c3c(=O)[nH]c(=O)n(C)c3nc12 | 105 | / | 81 | 79 | 73 | 77 | 77 | 109 |
| C=CCSc1nnc(-c2ccc3nc(-c4ccc(Cl)cc4)[nH]c3c2)o1 | 92 | 114 | 97 | 106 | 93 | 104 | 88 | 151 |
| CCCCCOC(=O)c1cccc(NC(=O)CNCCCC)c1 | 96 | 113 | 101 | 99 | 83 | 73 | 91 | 65 |
| C#CCOc1cc(N(CC)CC)ccc1C(C(=O)NC(C)(C)C)N(C(=O)C1CCc2cc(F)ccc2O1)c1ccc(F)c(Cl)c1 (stereo not drawn) | 36 | 75 | 53 | 38 | 42 | 56 | 30 | 62 |
| CCOC(=O)c1cc(C(=O)OCC)c(C)nc1C | 91 | 126 | 107 | 109 | 102 | 107 | 91 | 115 |
| COC(=O)c1ccc[n+](CCc2ccccc2)c1 | 98 | 106 | 94 | 113 | 98 | 99 | 97 | 107 |
| COc1ccc(-c2nn(Cc3cc(OC)c(OC)c(OC)c3)c3c2-c2oncc2CC3)cc1 | / | / | 88 | 64 | 72 | 78 | 85 | 93 |
| Cc1cc(O)c2c(c1)C1OC(=O)CCCCCN1C1=C2C(=O)c2cccc(OC3CC(O)C(O)C(C)O3)c2C1=O (stereo not drawn) | 28 | 72 | 34 | 58 | 86 | 33 | 18 | 84 |
| O=c1nc2oc3c(Br)cc(Br)cc3cc-2s1 | 99 | 53 | 99 | 96 | 89 | 103 | 94 | 110 |
| CC(C)(C)c1cc(-n2nc3ccccc3[n+]2[O-])c(O)c(C(C)(C)C)c1 | 52 | 81 | 80 | 87 | / | / | 85 | 89 |
| Nc1nc(N)nc(-c2cc(Br)cc(Br)c2O)n1 | / | 95 | 98 | 98 | 100 | 103 | 99 | 108 |
| Oc1ccc(-c2cnc3nonc3n2)cc1 | 62 | 101 | 81 | 92 | 84 | 99 | 72 | 95 |
| O=C1NCC(=O)N(Cc2ccco2)[C@H]1Cc1ccccc1 | 107 | 89 | 96 | 114 | 88 | 89 | 91 | 96 |
| CCCc1cc2cc(-n3nc(C)c4c3CC(C)(C)CC4=O)cc(NC3CCSCC3)c2c(=O)[nH]1 | 19 | 79 | 55 | 14 | 55 | 56 | 37 | 62 |
| O=S(=O)(Nc1ncccn1)c1ccc(Nc2nc(O)c(/C=C3\C=Nc4ccccc43)s2)cc1 | 92 | 96 | 93 | 99 | 89 | 100 | 98 | 112 |
| N#Cc1ccc2cc1OC/C=C\COc1cc([N+](=O)[O-])ccc1NS(=O)(=O)N2 | 93 | 115 | 94 | 104 | 108 | 87 | / | 104 |
| O=C(NCc1ccccc1)C1CNCC(C(=O)NCc2ccccc2)C1 (stereo not drawn) | 129 | 90 | 96 | 81 | 99 | 97 | 96 | 107 |
| COc1ccc(-c2c3c(cn2Cc2cccc(OC)c2)-c2oncc2CCC3)cc1 | 86 | 101 | 95 | 89 | 76 | 101 | 97 | 105 |
| COc1ccc(-c2nc3sc(-c4ccc(OC)cc4)c(-c4ccc(OC)cc4)n3c2/C=C/c2ccc(C(C)C)cc2)cc1 | 105 | 89 | 99 | 99 | 97 | 91 | 90 | 99 |
| Nc1nc(=O)[nH]c2ccc(C(=O)c3ccc(Cl)cc3)cc12 | / | 102 | / | 102 | 92 | 108 | 89 | 104 |
| Clc1cc(Cl)c(Cl)nn1 | 106 | 101 | 96 | 102 | 79 | 105 | 86 | 83 |
| N#Cc1c(N=Cc2ccc(N3CCOCC3)cc2)oc(-c2ccccc2)c1-c1ccccc1 | 97 | 103 | 99 | / | 93 | 102 | 101 | 108 |
| S=c1sc2ccccc2n1C=Nc1ccccc1 | 83 | 93 | 99 | 81 | 81 | 89 | 95 | 107 |
| S=C(SCc1ccc(Cl)cc1)N1CCN(C(=S)SCc2ccc(Cl)cc2)CC1 | 100 | 85 | 102 | 105 | 100 | 94 | 98 | 94 |
| CC(C)C(O)c1ccccc1 (stereo not drawn) | 111 | 104 | 101 | 106 | 110 | 109 | 96 | 105 |
| COc1cc2c(c(OC)c1OC)C(=O)CC(c1cccc(NC(=O)c3cc([N+](=O)[O-])ccc3C)c1)O2 (stereo not drawn) | 23 | 69 | / | 33 | 30 | 23 | 17 | 38 |
| O=P(O)(c1ccccc1)c1ccccc1I | 94 | 97 | 94 | 89 | 84 | 97 | 97 | 100 |
| O=c1c2ccccc2nc(CN2CCOCC2)n1/N=C/c1ccc([N+](=O)[O-])cc1 | 101 | 106 | 93 | 108 | 98 | 98 | 95 | / |
| CC(C)C(=O)Nc1cc(Cl)ccc1Cl | 101 | 95 | 97 | 111 | 101 | 97 | 98 | 115 |

Record cards (already shown). Values in the order: K-562	HS 578T	LOX IMVI	MDA-MB-468	T-47D	MDA-MB-231	MCF7	BT-549
Entry for `O=C(NCc1ccccc1)C1CNCC(C(=O)NCc2ccccc2)C1` (stereo not drawn) → 129	90	96	81	99	97	96	107
Entry for `COc1cc2c(c(OC)c1OC)C(=O)CC(c1cccc(NC(=O)c3cc([N+](=O)[O-])ccc3C)c1)O2` (stereo not drawn) → 23	69	/	33	30	23	17	38
Entry for `CCCc1cc2cc(-n3nc(C)c4c3CC(C)(C)CC4=O)cc(NC3CCSCC3)c2c(=O)[nH]1` → 19	79	55	14	55	56	37	62
Entry for `N#Cc1ccc2cc1OC/C=C\COc1cc([N+](=O)[O-])ccc1NS(=O)(=O)N2` → 93	115	94	104	108	87	/	104
Entry for `S=C(SCc1ccc(Cl)cc1)N1CCN(C(=S)SCc2ccc(Cl)cc2)CC1` → 100	85	102	105	100	94	98	94

Two entries drawn at random from those above, as already listed:
| compound | K-562 | HS 578T | LOX IMVI | MDA-MB-468 | T-47D | MDA-MB-231 | MCF7 | BT-549 |
| --- | --- | --- | --- | --- | --- | --- | --- | --- |
| Clc1cc(Cl)c(Cl)nn1 | 106 | 101 | 96 | 102 | 79 | 105 | 86 | 83 |
| CCOC(=O)c1cc(C(=O)OCC)c(C)nc1C | 91 | 126 | 107 | 109 | 102 | 107 | 91 | 115 |

(continued)
| compound | K-562 | HS 578T | LOX IMVI | MDA-MB-468 | T-47D | MDA-MB-231 | MCF7 | BT-549 |
| --- | --- | --- | --- | --- | --- | --- | --- | --- |
| C[N+]1(CC[N+]2(C)CCOCC2)CCCCC1 | 105 | 103 | 98 | 106 | 105 | 96 | 95 | 102 |
| OC(COc1ccc(Cl)cc1)COc1ccc(Cl)cc1 | 117 | 96 | 105 | 112 | 107 | 108 | 102 | 90 |
| C/C=C\C(=O)N1c2ccccc2CC1c1c[nH]c2ccccc12 (stereo not drawn) | 102 | 90 | 91 | 103 | 74 | 98 | 95 | 92 |
| Nc1nc2cc(Cl)ccc2n1N | 105 | 108 | 97 | 109 | 102 | 108 | 102 | 104 |
| O=C1C(c2nnc(-c3ccccc3)n2-c2ccc([N+](=O)[O-])cc2)=C(O)c2ccccc21 | 94 | 106 | 91 | 99 | 96 | 94 | 94 | 101 |
| CCCn1c(=O)c2[nH]c(-c3ccc(OCc4nc5ccc(C)cc5[nH]4)cc3)nc2n(CCC)c1=O | 28 | -12* | -20* | 17 | -13* | -51* | 18 | 36 |
| C=C(C)[C@@H]1CC[C@]2(C(=O)OC)CC[C@]3(C)[C@H](CC[C@@H]4[C@@]5(C)C/C(=C/c6ccccn6)C(=O)C(C)(C)[C@@H]5CC[C@]43C)[C@@H]12 | 91 | 104 | 91 | 93 | 71 | 92 | 72 | 101 |
| CCOC(=O)C1=C(C)NC(C)=C(C(=O)OC)C1c1cccc(C#N)c1 (stereo not drawn) | 98 | 89 | 93 | 96 | 90 | 101 | 89 | 109 |
| O=c1cc(-c2nc(-c3ccccc3)c(-c3ccccc3)n2-c2ccccc2)c2ccc3ccccc3c2o1 | 90 | 101 | 82 | 84 | 62 | 81 | 90 | 89 |
| N=C(N)c1ccc(-c2ccc(-c3ccc(F)cc3)o2)o1 | -28* | 31 | -62* | 5.4* | 21 | 8.5* | 11 | 55 |
| O=C(CSc1nc2ccccc2[nH]1)c1ccc(N2CCCC2)cc1 | 74 | 75 | 96 | 64 | 76 | 73 | 86 | 86 |
| Nc1nc2ccc(CNc3ccc(C(=O)NC(CC(=O)O)C(=O)O)cc3)cc2c(=O)[nH]1 (stereo not drawn) | 12 | 97 | 20 | 82 | 85 | 120 | 27 | 74 |
| N#CC(c1ccccc1)C(C/C(=N\O)c1ccccc1)c1ccccc1 (stereo not drawn) | 61 | 91 | 89 | 63 | 66 | 97 | 79 | 142 |
| CC(C)[C@@H]1CC[C@@H](C)C[C@H]1OC(=O)NN | 94&95 | 119&94 | 117&97 | 98&108 | 97&91 | 102&104 | 105&99 | 102&117 |
| COC1=CC(=C2C=C(OC)C(=O)C(OC)=C2)C=C(OC)C1=O | 33 | / | / | 77 | 84 | / | 52 | 69 |
| C/C=C/c1cc(OC)c(O)c(OC)c1 | 89 | 104 | 102 | 104 | 111 | 107 | 97 | 94 |
| Cc1ccc2c(c1)-c1cc3c(O)[nH]c(=S)n3c(=O)c1=N2 | 99 | 107 | 97 | 92 | 99 | 100 | 92 | 108 |
| O=C(Nc1ccc(-c2nc(-c3cccc(O)c3)c(-c3ccnc(Br)c3)[nH]2)cc1)Oc1ccccc1 | 79 | 86 | 92 | 89 | 82 | 83 | 87 | 101 |
| CCCCCCCCCCOC(=O)c1ccccc1C(=O)OCCCC | 100 | 118 | 102 | / | 106 | / | 102 | 114 |
| CCOC(=O)C(Cc1ccccc1)n1c(O)c(C=Nc2ccc(S(=O)(=O)SCC)cc2)sc1=S (stereo not drawn) | 82 | 102 | 104 | 108 | 89 | 111 | 97 | 94 |
| Cc1ccc(/C=C/c2c(C(=O)/C=C/c3ccccc3)c(C)nc3ccccc23)cc1 | 8.6* | 36 | -79* | 38 | 16 | 31 | 13 | 41 |
| C#CCOc1ccccc1C(=O)NNc1ccc([N+](=O)[O-])cc1[N+](=O)[O-] | 89 | 99 | 93 | 99 | 96 | 84 | 76 | 92 |
| NS(=O)(=O)c1ccc(C(=O)N/N=C/c2ccc(O)cc2)cc1 | 95 | 102 | 100 | 98 | 97 | 85 | 90 | 93 |
| CN(c1ccccc1)S(=O)(=O)c1ccc2ccccc2c1 | 48 | 105 | 99 | 91 | / | 106 | 107 | 84 |
| CN(Cc1cccc(C(F)(F)F)c1)C(=O)[C@@H](CC(=O)N1CCC(N2CCCCC2)CC1)N1C(=O)[C@@H](N2C(=O)OC[C@@H]2c2ccccc2)[C@H]1/C=C/c1ccccc1 | 66 | 61 | 69 | 61 | 76 | 56 | 65 | / |
| COc1ccc(C(=O)/C=C/c2cn(-c3ccccc3)nc2-c2ccc(OCc3ccccc3)cc2)cc1 | 71 | 105 | 93 | 83 | 56 | 79 | 84 | 104 |
| Cc1ccc(/C=N/Nc2nc(Nc3ccccc3)nc(-n3nc(C)cc3C)n2)cc1 | 37 | 79 | 33 | 61 | 7.4* | 52 | 16 | -5.9* |
| O=C(Nc1ccc2oc(=O)ccc2c1)Nc1ccc(Cl)cc1Cl | / | 106 | 101 | 108 | 103 | 100 | 98 | / |
